Screening results (PubChem)
Epigenetic reg: regulators of epigenetic silencing causing reporter derepression in mouse cells. murine LDR cells, GFP reporter derepression, 30 h. AID 1865. Potency, µM (doses to about 53.9 µM), for the others: at the top dose GFP activation, actives largely listed as activators. actives 0.2% (n = 280,000); active = well fitted activation curve with a large enough effect; inconclusive = small, poorly fitted or top-dose-only effect; note: % of control where 0% means no effect; nearly all actives have a fitted effect of over 60% in size
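Murine LDR cells bearing a silenced CMV-driven GFP reporter were exposed to compound for 30 h at 37 C. After PBS washes, GFP-positive cells (20-120 um objects) counted by laser-scanning microplate cytometry.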
The depositor's hits bear a star; u = inconclusive. Potency is the fitted concentration of half-maximal effect. Not all compounds are listed; rates above refer to the full screens.

Epigenetic reg	smiles
0.9%	COCCn1c(C)cc(O)c(C(c2ccccc2Cl)N2CCN(c3ccccc3)CC2)c1=O (stereo not drawn)
9.9%	CC(=O)c1ccc(NC(=O)c2nc(-c3ccc(Cl)cc3)n3c2CCCCC3)cc1
1.4%	O=C(CSc1nc2c([nH]c3ccccc32)c(=O)n1-c1ccccc1)Nc1cccc(C(F)(F)F)c1
-1.3%	COc1ccc(NC(=O)C2CCCN(S(=O)(=O)c3ccc4c(c3)CCCC(=O)N4)C2)c(OC)c1 (stereo not drawn)
-0.5%	CCOC(=O)c1ccc(Nc2c(-c3ccc(O)c(OC)c3)nc3nc[nH]n23)cc1
-5.2%	CCc1nn(CC(=O)N2CCC(C)CC2)c(=O)c2cc3occc3n12
-1.3%	CC(C)(C)OC(=O)N1CCC(c2c(C(=O)NCCN3CCC(Cc4ccccc4)CC3)cnn2-c2cccc(Cl)c2)CC1
-1.1%	COC(=O)c1cc(NC(=O)c2ccc3c(c2)N(Cc2cccc(Cl)c2)C(=O)c2ccccc2S3=O)cc(C(=O)OC)c1 (stereo not drawn)
-3.2%	O=C(c1ccc(F)cc1)N1CCC(c2nc3ccccc3s2)CC1
4.6%	CCCC(=O)C1=C(c2ccc(C)cc2)N(C(=O)CCC)n2cnnc2S1
1.3%	CCNc1ncnc2c1nnn2C
-3.5%	COc1cccc(CNC(=O)Cn2nc(N3CCN(c4ccccc4OC)CC3)ccc2=O)c1
0.9%	CC(NC(=O)c1ccc(N2Cc3ccccc3Oc3ncccc32)s1)c1ccccc1 (stereo not drawn)
-1.3%	CCOC(=O)CSC1=Nc2ccccc2C2=NC(CCC(=O)NCc3ccccc3)C(=O)N12 (stereo not drawn)
5.5%	COc1ccc2sc(N(Cc3cccnc3)C(=O)c3ccco3)nc2c1

In the list so far, these have a carbonyl joined to an NH by a bond outside any ring.
Epigenetic reg	smiles
9.9%	CC(=O)c1ccc(NC(=O)c2nc(-c3ccc(Cl)cc3)n3c2CCCCC3)cc1
1.4%	O=C(CSc1nc2c([nH]c3ccccc32)c(=O)n1-c1ccccc1)Nc1cccc(C(F)(F)F)c1
-1.3%	COc1ccc(NC(=O)C2CCCN(S(=O)(=O)c3ccc4c(c3)CCCC(=O)N4)C2)c(OC)c1 (stereo not drawn)
-1.3%	CC(C)(C)OC(=O)N1CCC(c2c(C(=O)NCCN3CCC(Cc4ccccc4)CC3)cnn2-c2cccc(Cl)c2)CC1
-1.1%	COC(=O)c1cc(NC(=O)c2ccc3c(c2)N(Cc2cccc(Cl)c2)C(=O)c2ccccc2S3=O)cc(C(=O)OC)c1 (stereo not drawn)
-3.5%	COc1cccc(CNC(=O)Cn2nc(N3CCN(c4ccccc4OC)CC3)ccc2=O)c1
0.9%	CC(NC(=O)c1ccc(N2Cc3ccccc3Oc3ncccc32)s1)c1ccccc1 (stereo not drawn)
-1.3%	CCOC(=O)CSC1=Nc2ccccc2C2=NC(CCC(=O)NCc3ccccc3)C(=O)N12 (stereo not drawn)

The results go on:
Epigenetic reg	smiles
-1.3%	COc1ccc(N2C(=O)CSC23C(=O)N(CC(N)=O)c2ccccc23)cc1 (stereo not drawn)
10%	COC(=O)CC(=O)CSc1nc2cc(C(=O)NCC(C)C)ccc2c(=O)n1CCc1ccccc1
2.7%	O=C(O)c1ccc2c(c1)N(Cc1ccc(F)cc1)C(=O)c1ccccc1S2=O (stereo not drawn)
3.7%	O=C(Nc1nnc(S(=O)(=O)N2CCCCCC2)s1)c1cccc(Br)c1
0.0%	Cc1ccc(Cl)cc1NC(=O)c1ccc2nc(CCc3ccccc3)oc2c1
-4.4%	Cn1cnc(S(=O)(=O)N2CCC(C(=O)Nc3ccc(F)cc3F)CC2)c1
-0.7%	Cc1ccc(CNC(=O)c2c[nH]c3ccc(S(=O)(=O)Nc4ccc(C(C)C)cc4)cc3c2=O)cc1
0.0%	Cn1c(=O)oc2cc(S(=O)(=O)CCC(=O)N3CCN(c4ccccc4F)CC3)ccc21
5.1%	Cc1cccc(NC(=O)c2cc(S(=O)(=O)NCCc3ccccc3)ccc2F)c1C
10%	COc1ccc(-c2nc(SCC(=O)c3ccc(OC)c(Br)c3)n[nH]2)cc1
2.8%	COc1ccc(OC)c(CNC(=O)c2ccc3c(c2)c(C)c(C)n3C)c1
1.3%	O=C(CSc1cn(CC(=O)N2CCCCC2)c2ccccc12)Nc1ccc(C(F)(F)F)cc1
0.0%	CCNC(=O)C1CCN(S(=O)(=O)c2ccc3c(c2)CCCN3C(C)=O)CC1
-0.2%	COc1cccc(CNc2sc3c(c2C(=O)Nc2ccc(OC)cc2OC)CCC3)c1
-0.8%	CCOC(=O)c1ccc(NC(=O)C2CCN(S(=O)(=O)Cc3ccccc3)CC2)cc1
0.0%	CCN(CC)C(=O)Cn1c(=O)n(-c2ccc(C)c(C)c2)c(=O)c2c(C)c(C(=O)N(CC)CC)sc21
1.2%	Cc1ccc(NC(=O)c2nc(S(=O)(=O)Cc3ccc(F)cc3)ncc2Cl)cc1C
1.0%	COc1ccc2nc(N(Cc3cccnc3)C(=O)CCc3ccccc3)sc2c1
0.0%	Cc1ccc(CNc2nc3ccccc3n3c(C)nnc23)cc1
-1.2%	Cc1c(Cl)cccc1NC(=O)N1CCC(CN2CCCC2)CC1
0.0%	Cn1c(C(=O)NCCc2ccccc2)cc2c(=O)n3ccccc3nc21
0.0%	CCOc1cc(C(=O)OCc2cc(=O)n3nc(CC)sc3n2)cc(OCC)c1OCC
-1.5%	CCc1cc(=O)[nH]c(SCc2nc(-c3ccc(C(F)(F)F)cc3)no2)n1
-1.1%	Cc1cccc(-c2nc(CSCC(=O)N3CCN(c4cccc(C)c4C)CC3)c(C)o2)c1
7.0%	COc1ccccc1CNC(=O)CN(c1ccccc1OC)S(C)(=O)=O
-0.2%	Cc1ccc(Cl)cc1NC(=O)Cn1c(=O)c(CNc2ccccc2)cc2cc3c(cc21)OCCO3
2.7%	CCOc1ccc(C(=O)NCC(c2cccs2)S(=O)(=O)c2ccccc2)cc1 (stereo not drawn)
-3.1%	CSc1ncc(C(=O)Nc2ccc(C)c(Cl)c2)c(-c2ccccc2)n1
-2.4%	COc1cc(NC(=O)N2CCC3(CC2)Nc2cc(F)ccc2-n2cccc23)cc(OC)c1OC
1.1%	CC(C)Cn1c(=O)c2ccccc2n2c(-c3ccc(Br)cc3)nnc12
1.5%	O=C(Nc1ccc(F)cc1F)c1c2c(nc3ccccc13)C(=O)N(C1CCCCC1)C2
-4.0%	CCOc1ccc(CN2CCc3nc(Nc4ccc(OC)cc4OC)ncc3C2)cc1
9.9%	Cc1ccccc1Nc1nn2c(=O)c3ccc(C(=O)NCc4ccccc4)cc3nc2s1
11%	COc1ccc(CCNC(=O)C(=O)NCC(c2ccco2)S(=O)(=O)c2cccs2)cc1 (stereo not drawn)
7.0%	COc1cc2cc(CNc3ccc(C)cc3)c(=O)n(CC(=O)Nc3ccc(F)cc3F)c2cc1OC
1.4%	Fc1cccc(F)c1-c1nc(-c2ccncc2)no1
1.1%	Cc1cccc(NC(=O)CN2C(=O)c3ccccc3Sc3ncccc32)c1C
2.8%	O=C(NCc1ccccc1Cl)c1ccc(NC(=O)N2CCCCc3ccccc32)cc1
0.0%	CCCN(CCC)c1nn2c(=O)c(C(=O)NCc3cccc(OC)c3)cnc2s1
4.5%	COc1ccccc1Cc1nc2ccccc2nc1SCC(=O)N1CCN(c2ccccc2)CC1
-1.3%	CCC(C)NC(=O)CCC(=O)N1Cc2ccccc2Oc2ncccc21 (stereo not drawn)
1.1%	O=C(NC1CC(=O)N(c2ccc(Cl)cc2)C1)C1CCCCC1 (stereo not drawn)
-0.3%	CCc1ccc(-c2cc(C)no2)cc1S(=O)(=O)NCc1ccc(OC)cc1
1.3%	CCc1nnc(SC(CC)C(=O)Nc2ccc(OC)c(Cl)c2)c2cc3occc3n12 (stereo not drawn)
2.1%	Cc1ccc(NC(=O)CSc2ccc3nnc(CCNS(=O)(=O)c4ccccc4)n3n2)cc1Cl
0.0%	CCOc1ccccc1NC(=O)Cn1ccn(Cc2ccc(C)cc2)c(=O)c1=O
-3.3%	Cc1ccccc1OCC(=O)Nc1cccc(C(=O)OCc2cc(=O)n3c(C)csc3n2)c1
-2.4%	CCOc1ccc(C(=O)Nc2ccccc2OCc2cc(=O)n3ccccc3n2)cc1
1.6%	CCc1cccc(C)c1NC(=O)c1cc(S(=O)(=O)NCc2ccccc2Cl)ccc1F
0.8%	CC(C)c1ccc(S(=O)(=O)NCc2nc3cccnc3n2Cc2ccc(F)cc2)cc1
5.3%	Cc1ccc2nc(COc3ccccc3NC(=O)COc3ccc(F)cc3)cc(=O)n2c1
2.2%	COc1ccc(OC)c(NC(=O)Nc2cccc(OCc3cc(=O)n4cc(C)ccc4n3)c2)c1
6.2%	COc1ccc2c(c1)c1c(c(=O)n(Cc3ccccc3)c(=O)n1CC(=O)NCc1ccccc1)n2C
2.1%	Cc1ccc(N2CC(NC(=O)c3ccc(S(=O)(=O)N4CCCC4)cc3)CC2=O)cc1 (stereo not drawn)
5.0%	O=C(Cn1cc(SCc2cccc(Cl)c2)c2ccccc21)N1CCCCCC1
0.0%	CCc1noc(-c2ccc(N3CCCCC3C)c([N+](=O)[O-])c2)n1 (stereo not drawn)
-1.1%	CC(=O)c1cc(-c2ccccc2)n(CCC(=O)Nc2cc(C)cc(C)c2)c1C
-4.3%	CCn1cc2nc(SCc3ccc(F)cc3)n(Cc3ccc(Cl)cc3)c(=O)c2n1
1.5%	CCn1nc(C)c2c(-c3ccccc3)cc(=O)n(C(C)C(=O)NCCc3ccccc3)c21 (stereo not drawn)
-0.6%	COc1ccc2c(Sc3ccc(C)cc3)c(C(=O)NC(C)c3ccccc3)[nH]c2c1 (stereo not drawn)

Going on with the list.
Epigenetic reg	smiles
0.0%	COc1ccc(N2CCN(C(=O)c3cc4c(=O)n(Cc5ccco5)ccc4nc3C)CC2)cc1
0.8%	COCC(=O)NCc1nc2cccnc2n1Cc1ccc(F)cc1
0.0%	CCOC(=O)C1CCCN(S(=O)(=O)c2cc3c(cc2C)NC(=O)CO3)C1 (stereo not drawn)
6.8%	COc1ccc(S(=O)(=O)c2c(Nc3ccc(C)cc3)sc(C(=O)c3ccc4c(c3)OCO4)c2N)cc1
-0.4%	Cc1ccc(Cn2cc(S(=O)(=O)c3ccccc3)c(=O)c3cc(F)c(N4CCOCC4)cc32)cc1
1.1%	COc1cccc(-n2cc(C(=O)OCc3ccc(F)c(F)c3)c3ccccc3c2=O)c1
-1.8%	Cc1ccc(-c2nnc3ccccc3c2C(=O)Nc2ccccc2F)cc1
-2.0%	CC(C)Oc1ccc(CNC(=O)CN2C(=O)CCc3cc(S(=O)(=O)N4CCCCC4)ccc32)cc1
2.7%	Nc1c(-c2nc(-c3cccs3)no2)nnn1-c1cccc(F)c1
-0.4%	CCC(Sc1nc2ncccc2[nH]1)C(=O)Nc1ccccc1F (stereo not drawn)
0.4%	CCn1nnc2cc(C(=O)Nc3cccc(C(F)(F)F)c3)ccc21
-2.7%	O=C(CSCc1ccc(F)cc1)N1CCc2c([nH]c3ccccc23)C1c1ccccc1 (stereo not drawn)
-1.2%	Cc1ccc(N2CCN(C(=O)c3cc(S(=O)(=O)N4CCCCC4)c[nH]3)CC2)c(C)c1
2.6%	O=C(CCCc1ccccc1)NC1CC(=O)N(c2ccc(F)cc2)C1 (stereo not drawn)
-2.0%	CCC(=O)Nc1sc2c(c1C(=O)Nc1ccccc1C)CCC(C)C2 (stereo not drawn)

Reformatted with each value named: part of the list above
SMILES: CC(C)Oc1ccc(CNC(=O)CN2C(=O)CCc3cc(S(=O)(=O)N4CCCCC4)ccc32)cc1
  Epigenetic reg: -2.0%
SMILES: COc1ccc(S(=O)(=O)c2c(Nc3ccc(C)cc3)sc(C(=O)c3ccc4c(c3)OCO4)c2N)cc1
  Epigenetic reg: 6.8%
SMILES: CCC(Sc1nc2ncccc2[nH]1)C(=O)Nc1ccccc1F (stereo not drawn)
  Epigenetic reg: -0.4%
SMILES: O=C(CSCc1ccc(F)cc1)N1CCc2c([nH]c3ccccc23)C1c1ccccc1 (stereo not drawn)
  Epigenetic reg: -2.7%

Next entries:
Epigenetic reg	smiles
-3.8%	CC(C)N(Cc1ccccc1)S(=O)(=O)c1ccc(-c2cc(C(F)(F)F)on2)s1
2.4%	Cc1ccccc1OCC(=O)Nc1ccc2nc(SCC(=O)N3CCc4ccccc43)sc2c1
2.1%	CCOC(=O)c1c(C)oc2ccc(N(C(=O)c3ccncc3)S(=O)(=O)c3ccc(Br)cc3)cc12
1.9%	Cc1ccc(NC(=O)CSc2nc(-c3ccc(F)cc3)nc3c2Cc2c(CO)cnc(C)c2O3)cc1C
0.4%	CCCS(=O)(=O)N1CCC(C(=O)NCCOC)CC1
1.5%	COc1ccc(Cn2ccc3nc(C)c(C(=O)Nc4ccc(C)c(F)c4)cc3c2=O)cc1
-2.2%	COc1ccc(-c2nc3sc(CCNC(=O)Cc4ccc(Cl)cc4)c(C)n3n2)cc1
-0.2%	COc1ccccc1Nc1ncnc2c1nc1n2CCCC1
4.9%	CCCCOc1ccc(CNC(=O)Cc2ccc(NC(=O)N3CCSc4ncccc43)cc2)cc1
3.6%	Cc1ccc(-n2c(SCc3ccccc3)nc3c([nH]c4ccccc43)c2=O)cc1
2.4%	Cc1ccc(C(=O)N2CCc3cc(CNS(=O)(=O)c4ccc(Cl)s4)ccc32)cc1
1.5%	Cc1nn2c(C)c(C(=O)NCCc3ccccc3)cnc2c1-c1ccccc1
-0.5%	COCCCn1c(SCc2cccc(Cl)c2)nc2c(sc3ccccc32)c1=O
-2.4%	COc1ccccc1NC(=O)c1c(C)cc(C)nc1SCC(=O)Nc1cccc(C)c1
-0.2%	Cc1cccc(N2CCN(C(=O)c3ccc4c(c3)N(Cc3cccc(Cl)c3)C(=O)c3ccccc3S4=O)CC2)c1C (stereo not drawn)
u	CCc1ccc(NS(=O)(=O)c2ccc3[nH]c4c(c3c2)CCCCCC4)cc1
-4.3%	Cc1ccc(C)c(CN2CCCN(Cc3ccccc3C)S2(=O)=O)c1
3.3%	CCOCCc1nn2c(=O)cc(COC(=O)c3ccc(NC(=O)C(C)(C)C)cc3)nc2s1
-1.0%	CN1CCN(c2nc3c(S(=O)(=O)c4ccc(Br)cc4)nnn3c3ccsc23)CC1
